Assay outcomes (PubChem BioAssay)
KOR beta-arrestin-1 – KOR antagonists, beta-arrestin recruitment, cell-based, luminescence, uHTS (AID 1778) | KOR beta-arrestin recruitment, luminescence, antagonist mode; higher % means a stronger effect | one-dose inhibition, % at 10 µM; IC50 in µM for titrated hits | 0.091% of 290,000 active; also: strong numbers were not always called active
Yfh1-depleted yeast – mitochondrial function rescue without frataxin homolog – Friedreich's ataxia, plus single-dose screen, dose response (AID 1465) | S. cerevisiae Yfh1-off respiration, WST-1 reduction, 72 h; higher fold induction means a stronger effect | fold induction at 50 µM, or EC50 in µM where a hit was titrated | 0.074% of 220,000 active;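 active = fold induction of absorbance versus untreated yeast above a set limit, then at least 30% activation at any dose in follow-up; inconclusive = repeats straddling the limit, or above it without dose testing; inactive = fold induction below the set limit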;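 also: activators that raise dye reduction in frataxin-depleted yeast; strong numbers were not always called active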
HIV fusion peptide – inhibitors of HIV fusion peptide binding, primary screen, biochemical, uHTS, fluorescence dequenching (AID 1986); cell-free peptide binding, fluorescence dequenching, 30 min; higher % means a stronger effect; inhibition, % at 20 µM, or IC50 in µM where a hit was titrated; 0.3% of 290,000 active; in the data active = inhibition mostly above about 52%, no sharp cut-off; inactive = mostly below about 76%; also: some results filed as inactive read as strong as hits
AID2073 – inhibitors of Mint1-CaV2.2 protein interaction, biochemical, HTRF (AID 2073); HTRF protein-protein interaction, Mint1-CaV2.2; higher % means a stronger effect; one-dose inhibition, % at 20 µM; IC50 in µM for titrated hits; 0.19% of 290,000 active; in the data active = inhibition mostly above about 51%, no sharp cut-off; inconclusive = no clear call, values can overlap the other calls; inactive = mostly below about 53%; also: some results filed as inactive read as strong as hits
KOR beta-arrestin-2 – kappa opioid receptor activators – cell-based, luminescence, uHTS, primary screen (AID 1777) | 0.02% of 280,000 active | activation, % at 10 µM, or EC50 in µM where a hit was titrated | KOR beta-arrestin recruitment, luminescence; higher % means a stronger effect; in the data active = activation above about 50%, passing the limit was not always enough; also: a part of the inactive calls stands beside numbers as strong as those of hits
Dengue-2 NS5 capping – flavivirus cap methylation enzyme inhibition – biochemical, confirmation dose response, primary screen (AID 588689) | Dengue-2 NS5 methyltransferase capping enzyme assay, biochemical; higher % means a stronger effect | inhibition, % at 25 µM, or IC50 in µM where a hit was titrated | 0.3% of 340,000 active; in the data active = a potency from the dose series; inconclusive = inhibition above about 29% without an active follow-up result
West Nile antiviral – inhibition of WNV-induced cytopathic effect – cell-based, CPE readout (AID 1621); 0.02% of 290,000 active; CPE inhibition, % at 10 µM; hits with a dose series show IC50 in µM; West Nile virus-infected cells, CPE inhibition; higher % means a stronger effect; in the data active = a potency from the dose series; inconclusive = CPE inhibition mostly from about 3.7% at the one dose, without a potency; inactive = the rest, 99 in 100 with CPE inhibition below about 2.2%; also: strong numbers were not always called active
NOD2 inhibition – inhibition of NOD2-driven NF-kB reporter – cell-based, luminescence, uHTS, HEK293 (AID 1566); 0.63% of 290,000 active; one-dose inhibition, % at 4 µM; EC50 in µM for titrated hits; HEK293 NOD2/NF-kB luciferase reporter, luminescence; higher % means a stronger effect; also: many of its hits are not listed in these tables
NOD1 inhibition – inhibition of NOD1-driven NF-kB reporter – cell-based, luminescence, uHTS, primary screen (AID 1578); 1% of 290,000 active; NOD1-driven NF-kB luciferase reporter cells, luminescence; higher % means a stronger effect; inhibition, % at 4 µM, or EC50 in µM where a hit was titrated; in the data active = inhibition mostly above about 36%, no sharp cut-off; inactive = mostly below about 34%;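 also: HEK-293T reporter cells stimulated with the NOD1 agonist gamma-tri-DAP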
Numbers without * were called inactive; [ ] = remark or other dose. Rule as the data show it, unless noted: active = inhibition above about 50%; inactive = the rest. An excerpt; rates above refer to the full screens.

N/C(COc1cccc(C(F)(F)F)c1)=N\NC(=O)c1cccnc1Oc1ccccc1 was read as KOR beta-arrestin-1 -43%, Yfh1-depleted yeast inactive, HIV fusion peptide 6.5%, AID2073 -2%, KOR beta-arrestin-2 1.1%, Dengue-2 NS5 capping 2%, West Nile antiviral -0.2%, NOD2 inhibition 12% and NOD1 inhibition -16%.
For CCS(=O)(=O)c1ccc2oc(SCC(=O)Nc3ccc(OC)cc3)nc2c1 the results were KOR beta-arrestin-1 12%, Yfh1-depleted yeast inactive, HIV fusion peptide -3.2%, AID2073 6%, KOR beta-arrestin-2 -2.6%, Dengue-2 NS5 capping -3%, West Nile antiviral -0.3%, NOD2 inhibition 12% and NOD1 inhibition -4%.
O=C(N/N=C/c1ccc[nH]1)c1cc(-c2cccs2)nc2ccccc12 was read as KOR beta-arrestin-1 4%, Yfh1-depleted yeast inactive, HIV fusion peptide 15%, AID2073 33%, KOR beta-arrestin-2 -3.1%, Dengue-2 NS5 capping -16%, West Nile antiviral -0.6%, NOD2 inhibition 16% and NOD1 inhibition -37%.
For Cc1nc2ccc(NC(=O)c3ccc(Cl)c(S(=O)(=O)N(C)c4ccccc4)c3)cc2s1 the results were KOR beta-arrestin-1 5%, Yfh1-depleted yeast inactive, HIV fusion peptide 14%, AID2073 inconclusive, KOR beta-arrestin-2 -2.9%, Dengue-2 NS5 capping -13%, West Nile antiviral -1.5%, NOD2 inhibition 39% and NOD1 inhibition 52%.
Cc1ccc(S(=O)(=O)NNC(=S)Nc2ccc(Cl)cc2)cc1 was read as KOR beta-arrestin-1 11%, Yfh1-depleted yeast inactive, HIV fusion peptide -0.8%, AID2073 1%, KOR beta-arrestin-2 0.4%, Dengue-2 NS5 capping 5%, West Nile antiviral -0.2%, NOD2 inhibition 2% and NOD1 inhibition -6%.
`CCOC(=O)c1sc(NC(=O)CSc2nc(C)cc(C(F)(F)F)n2)c(C#N)c1C` gave KOR beta-arrestin-1 -1%, Yfh1-depleted yeast inactive, HIV fusion peptide -1.6%, AID2073 20%, KOR beta-arrestin-2 5.4%, Dengue-2 NS5 capping 4%, West Nile antiviral -0.3%, NOD2 inhibition 39% and NOD1 inhibition 32%.
Cc1cc(-c2nnc(SCC(=O)Nc3ccc(Cl)cn3)n2N)n[nH]1 was read as KOR beta-arrestin-1 -4%, HIV fusion peptide 1.2%, AID2073 11%, KOR beta-arrestin-2 1.7%, Dengue-2 NS5 capping -13%, West Nile antiviral 0.9%, NOD2 inhibition -6% and NOD1 inhibition -34%.
CC1(C)CC2CC(C)(CN2S(=O)(=O)c2ccc(C(=O)Nc3ccc(Cl)c(S(=O)(=O)N4CCOCC4)c3)cc2)C1 (configuration not stated) was read as KOR beta-arrestin-1 27%, Yfh1-depleted yeast inactive, HIV fusion peptide -1.4%, AID2073 12%, KOR beta-arrestin-2 -3.4%, Dengue-2 NS5 capping 1%, West Nile antiviral -0.6%, NOD2 inhibition 37% and NOD1 inhibition 64%.
Screening Cc1cccn2c(=O)c3cc(C(=O)NCCN4CCOCC4)c(=N)n(Cc4ccc(F)cc4)c3nc12 returned KOR beta-arrestin-1 -9%, HIV fusion peptide 0.4%, AID2073 10%, KOR beta-arrestin-2 -3.4%, Dengue-2 NS5 capping -10%, West Nile antiviral 26µM*, NOD2 inhibition 45% and NOD1 inhibition 26%.
For Cc1nc2c(C(=O)NCCC(C)C)c[nH]n2c(=O)c1Cl the results were KOR beta-arrestin-1 1%, Yfh1-depleted yeast inactive, HIV fusion peptide 22%, AID2073 4%, KOR beta-arrestin-2 3.3%, Dengue-2 NS5 capping 5%, West Nile antiviral 0.9%, NOD2 inhibition 4% and NOD1 inhibition -22%.
FC(F)(F)c1ccc(Sc2n[nH]c(C(F)(F)F)n2)nc1 was read as KOR beta-arrestin-1 -9%, Yfh1-depleted yeast inactive, HIV fusion peptide 1.7%, AID2073 26%, KOR beta-arrestin-2 1.3%, Dengue-2 NS5 capping 9%, West Nile antiviral -0.1%, NOD2 inhibition 18% and NOD1 inhibition 5%.
COc1cc(C(=O)OC(C)CN2CCCCC2)cc(OC)c1OC (configuration not stated) was read as KOR beta-arrestin-1 -3%, HIV fusion peptide 1.7%, AID2073 15%, KOR beta-arrestin-2 2.7%, Dengue-2 NS5 capping -1%, West Nile antiviral -0.2%, NOD2 inhibition 13% and NOD1 inhibition -7%.
Screening CCOc1cc(/C=N/O)cc(Cl)c1OC returned KOR beta-arrestin-1 -12%, Yfh1-depleted yeast inactive, HIV fusion peptide -2.2%, AID2073 -3%, KOR beta-arrestin-2 7.1%, Dengue-2 NS5 capping -3%, West Nile antiviral -0.3%, NOD2 inhibition 10% and NOD1 inhibition -1%.
Screening CCC(C)(C)NC(=O)CN(C(=O)CCC(=O)Nc1nccs1)c1ccc2c(c1)OCO2 returned KOR beta-arrestin-1 9%, HIV fusion peptide 0.4%, AID2073 0%, KOR beta-arrestin-2 -4.2%, Dengue-2 NS5 capping -4%, West Nile antiviral -0.9%, NOD2 inhibition -2% and NOD1 inhibition -30%.
Screening Cc1ccc(C(=O)CNc2ccccc2C)cc1 returned KOR beta-arrestin-1 10%, Yfh1-depleted yeast inactive, HIV fusion peptide -1.7%, AID2073 2%, KOR beta-arrestin-2 -6.0%, Dengue-2 NS5 capping -9%, West Nile antiviral 0.0%, NOD2 inhibition -1% and NOD1 inhibition -8%.
CCc1cccc(NS(=O)(=O)c2ccc3c(c2)n(C)c(=O)n3C)c1 was read as KOR beta-arrestin-1 9%, HIV fusion peptide -1.1%, AID2073 -1%, KOR beta-arrestin-2 -4.7%, Dengue-2 NS5 capping 1%, West Nile antiviral -1.4%, NOD2 inhibition 22% and NOD1 inhibition 9%.
`COc1ccc(NC(=O)CN(C)C(=O)C(CCSC)NC(=O)c2ccccc2)cc1` (configuration not stated) gave KOR beta-arrestin-1 -40%, HIV fusion peptide 0.1%, AID2073 8%, KOR beta-arrestin-2 2.9%, Dengue-2 NS5 capping 2%, West Nile antiviral -0.2%, NOD2 inhibition -2% and NOD1 inhibition -30%.
Screening COc1ccc(-c2cc(-c3ccccc3)n3ncnc3n2)cc1 returned KOR beta-arrestin-1 7%, Yfh1-depleted yeast inactive, HIV fusion peptide -0.2%, AID2073 43%, KOR beta-arrestin-2 -0.1%, Dengue-2 NS5 capping -2%, West Nile antiviral -0.2%, NOD2 inhibition -7% and NOD1 inhibition -22%.
For O=C(c1cc(-c2ccc(F)cc2)on1)N1CCOCC1 the results were KOR beta-arrestin-1 -19%, HIV fusion peptide -0.1%, AID2073 3%, KOR beta-arrestin-2 -2.4%, Dengue-2 NS5 capping -13%, West Nile antiviral 0.0%, NOD2 inhibition -66% and NOD1 inhibition -29%.
`CC(C)[C@H](NC(=O)N1c2ccccc2NC(=O)[C@@H]1C(C)C)C(=O)N[C@H](Cc1ccccc1)C(=O)O` gave KOR beta-arrestin-1 7%[20 µM], HIV fusion peptide 1.8%, AID2073 6%, KOR beta-arrestin-2 -2.4%, Dengue-2 NS5 capping 0%, West Nile antiviral -0.3%, NOD2 inhibition 13% and NOD1 inhibition -17%.
Screening Cc1ccc(S(=O)(=O)N(CC(=O)N/N=C/c2cccc(C)c2)c2cccc3cccnc23)cc1 returned KOR beta-arrestin-1 12%, Yfh1-depleted yeast inactive, HIV fusion peptide 12%, AID2073 0%, KOR beta-arrestin-2 2.7%, Dengue-2 NS5 capping -3%, West Nile antiviral -0.2%, NOD2 inhibition 3% and NOD1 inhibition -9%.
Screening Cc1cc2cc(CCNC(=O)c3cccs3)c(=O)[nH]c2cc1C returned KOR beta-arrestin-1 -6%, HIV fusion peptide 0.6%, AID2073 -2%, KOR beta-arrestin-2 2.3%, Dengue-2 NS5 capping -1%, NOD2 inhibition 6% and NOD1 inhibition -23%.
For O=C(N1CCOCC1)N1CCN(S(=O)(=O)N2CCCCC2)CC1 the results were KOR beta-arrestin-1 -14%, Yfh1-depleted yeast inactive, HIV fusion peptide 0.1%, AID2073 -6%, KOR beta-arrestin-2 -1.6%, Dengue-2 NS5 capping 1%, West Nile antiviral 0.9%, NOD2 inhibition 4% and NOD1 inhibition -5%.
`COc1ccccc1C(=O)N1CCN(CCNC(=O)C(=O)Nc2ccc(Br)c(C)c2)CC1` gave KOR beta-arrestin-1 -7%, HIV fusion peptide 0.1%, AID2073 6%, KOR beta-arrestin-2 4.6%, Dengue-2 NS5 capping 4%, West Nile antiviral -0.1%, NOD2 inhibition 20% and NOD1 inhibition 0%.
Screening CN(C)CC(C)(C)CNS(=O)(=O)c1cccc(Cl)c1Cl returned KOR beta-arrestin-1 2%, Yfh1-depleted yeast inactive, HIV fusion peptide 1.5%, AID2073 -8%, KOR beta-arrestin-2 -11%, Dengue-2 NS5 capping -3%, West Nile antiviral 0.0%, NOD2 inhibition 12% and NOD1 inhibition 6%.
`Cc1cccc(OCC(O)Cn2c(N3CCCCC3)nc3c2c(=O)n(C)c(=O)n3C)c1` (configuration not stated) gave KOR beta-arrestin-1 -10%, HIV fusion peptide 0.4%, AID2073 6%, KOR beta-arrestin-2 0.7%, Dengue-2 NS5 capping -5%, West Nile antiviral -0.9%, NOD2 inhibition 8% and NOD1 inhibition -6%.
`O=C(CCC1CCCN(C(=O)c2ccco2)C1)NCc1ccccc1F` (configuration not stated) gave KOR beta-arrestin-1 -16%, Yfh1-depleted yeast inactive, HIV fusion peptide 0.9%, AID2073 2%, KOR beta-arrestin-2 0.7%, Dengue-2 NS5 capping -2%, West Nile antiviral -1.1%, NOD2 inhibition -7% and NOD1 inhibition -33%.
Cc1ccc(C)n1-c1ccccc1N was read as KOR beta-arrestin-1 -5%, Yfh1-depleted yeast inactive, HIV fusion peptide 8.1%, AID2073 -7%, KOR beta-arrestin-2 1.8%, West Nile antiviral -0.3%, NOD2 inhibition 5% and NOD1 inhibition -28%.
`O=c1cc(O)sc2ccccc12` gave KOR beta-arrestin-1 -55%, Yfh1-depleted yeast inactive, HIV fusion peptide 5.2%, AID2073 -2%, KOR beta-arrestin-2 -2.4%, Dengue-2 NS5 capping 1%, West Nile antiviral 0.3%, NOD2 inhibition 12% and NOD1 inhibition -4%.
`Cc1cc(C)c(S(=O)(=O)Nc2cc(SCC(=O)O)c(O)c3ccccc23)cc1C` gave KOR beta-arrestin-1 -21%, Yfh1-depleted yeast inactive, HIV fusion peptide 44%, AID2073 24%, KOR beta-arrestin-2 -2.0%, West Nile antiviral 0.1%, NOD2 inhibition 29% and NOD1 inhibition 34%.
`Fc1ccc(C(c2nnnn2C2CCCC2)N(Cc2ccco2)CC2CCCO2)cc1` (configuration not stated) gave KOR beta-arrestin-1 1%, Yfh1-depleted yeast inactive, HIV fusion peptide -1.4%, AID2073 -2%, KOR beta-arrestin-2 2.3%, Dengue-2 NS5 capping -3%, West Nile antiviral -0.6%, NOD2 inhibition -43% and NOD1 inhibition 3%.
